PKA-R2B act: PKA-R2B complex activation | activation, % at 11.4 µM | hit rate 0.079% among 340,000 | PKA-R2B holoenzyme dissociation, Cy5-IP20 fluorescence polarization; R2B truncated from residue 108, S112A mutant; 0% DMSO only, 100% 113 µM cGMP | P22694+P31323;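 active = activation above a cutoff set at the mean over all compounds plus 3 SD, cut at about 18% in these data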;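 note: higher means more holoenzyme dissociation and a rise in polarization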
Target sequence (P31323 whole entry, looked up, other chains not shown, the tested form may be a part): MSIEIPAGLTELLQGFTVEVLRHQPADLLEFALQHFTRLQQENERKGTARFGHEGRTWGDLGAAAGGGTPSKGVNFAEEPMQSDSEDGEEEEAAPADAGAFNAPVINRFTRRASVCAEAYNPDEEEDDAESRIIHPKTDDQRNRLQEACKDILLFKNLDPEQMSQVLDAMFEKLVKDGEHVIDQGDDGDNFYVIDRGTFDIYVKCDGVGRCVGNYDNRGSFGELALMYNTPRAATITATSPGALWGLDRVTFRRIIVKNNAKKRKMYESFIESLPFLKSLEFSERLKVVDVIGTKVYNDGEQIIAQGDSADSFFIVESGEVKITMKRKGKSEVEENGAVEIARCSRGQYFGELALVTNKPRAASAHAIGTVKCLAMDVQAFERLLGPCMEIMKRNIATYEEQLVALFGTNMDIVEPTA
Mot1-301 SUMO: SUMOylation pathway inhibition by Mot1-301 growth rescue; S. cerevisiae Mot1-301 growth rescue, ATP luminescence, 38.5C; percent above DMSO median, 100 means doubled; growth rescue, % at 18.8 µM; hit rate 1% among 320,000;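 active = every valid replicate shows activation above 250% relative to neutral control wells; inactive = the rest, any valid replicate at or below 250%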;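 note: OY570 slx delta 5 strain wells were the positive control but not used for scaling; some compounds called inactive have numbers as strong as hits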
PfHsp90 set2: reduces growth (ATP signal) of yeast expressing P. falciparum Hsp90; S. cerevisiae expressing PfHsp90, BacTiter-Glo ATP, 48 h; yeast lacking PDR1 and PDR3 efflux regulators; AID 504621; hit rate 0.32% among 310,000; inhibition, % at 9.4 µM;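 active = every replicate shows inhibition above about 80%, whatever the replicate mean, limit read from the data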;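 note: 0% = DMSO neutral controls and 100% = 20 µM radicicol positive controls; yeast relying on Plasmodium falciparum Hsp90 in place of its own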
HTR5A inv ag: HTR5A inverse agonism, opioid heterodimer counter-screen | hit rate 0.083% among 340,000 | inhibition, % at 9.3 µM | P47898 | HTR5A cell line, luminescence; in the data active = inhibition mostly above about 23%, no sharp cut-off; inactive = mostly below about 18%;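 note: 0% = cells with DMSO and 100% = no-cell wells with DMSO; some compounds called inactive have numbers as strong as hits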
Target sequence (P47898 whole entry, looked up): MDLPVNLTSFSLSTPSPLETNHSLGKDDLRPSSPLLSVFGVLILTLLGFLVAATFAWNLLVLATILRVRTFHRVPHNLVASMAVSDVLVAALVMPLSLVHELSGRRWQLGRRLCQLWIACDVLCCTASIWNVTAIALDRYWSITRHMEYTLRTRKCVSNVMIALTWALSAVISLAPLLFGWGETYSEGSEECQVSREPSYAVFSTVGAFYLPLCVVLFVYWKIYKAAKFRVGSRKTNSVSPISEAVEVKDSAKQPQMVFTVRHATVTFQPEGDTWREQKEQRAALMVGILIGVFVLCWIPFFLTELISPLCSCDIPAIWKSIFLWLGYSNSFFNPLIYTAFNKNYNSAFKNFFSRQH
phage Ecoli inh: E. coli growth loss with phage present; AID 651602; inhibition, % at 11.9 µM; hit rate 0.26% among 360,000; growth absorbance; in the data active = inhibition above about 11%
Tat transport: inhibitors of E. coli Tat protein transport; E. coli MC4100 TorA-mCherry Tat export, fluorescence; inhibition, % at 10 µM; hit rate 0.036% among 340,000;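 active = mean replicate inhibition at least 50% and at least half of replicates individually reaching 50%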;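 note: exported cargo escapes ClpAP degradation while cytoplasmic cargo is degraded and loses fluorescence; 0% = median of neutral control wells and 100% = median of NaSCN control wells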
OPRM1-OPRD1 inv: inverse agonist of human OPRM1-OPRD1 heterodimerization. P35372+P41143. cell-based MOR-DOR heterodimer luminescence, inverse agonism. inhibition, % at 9.3 µM. hit rate 0.21% among 340,000; in the data active = inhibition above about 22%, passing the limit was not always enough;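 note: 0% = cells with DMSO and 100% = wells without cells with DMSO; values of inactives mirror those of a sister screen read the other way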
PKA-R1A act: PKA-R1A complex activation. P00514+P68181. PKA-R1A dissociation, Cy5-IP20 fluorescence polarization; scaled: DMSO 0%, 113 µM cGMP 100%. activation, % at 11.4 µM. hit rate 0.083% among 340,000. AID 504707;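 active = percent activation above the mean of all tested compounds plus 3 SD, cut at about 19% in these data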;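 note: higher means more PKAc released from R1A so a rise in polarization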
AddAB inh: less growth of phage-infected E. coli with AddAB; E. coli expressing H. pylori AddAB, absorbance growth; inhibition, % at 11.9 µM; hit rate 0.29% among 330,000; in the data active = inhibition above about 12%;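 note: 0% = vehicle wells of infected cells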
OPRM1-OPRD1 ag: agonists of human mu-delta opioid receptor heterodimerization; cells, OPRM1-OPRD1 heterodimerization, luminescence; hit rate 0.3% among 340,000; activation, % at 9.3 µM; P35372+P41143; in the data active = activation above about 18%;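 note: 0% = vehicle-treated cells and 100% = reference agonist; values of inactives mirror those of a sister screen read the other way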
E coli growth: counter-screen for AddAB inhibitors: E. coli growth inhibition; hit rate 0.27% among 330,000; inhibition, % at 11.9 µM; E. coli V3065 growth, OD600 absorbance, 18 h;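 active = inhibition above the campaign's mean inhibition across all tested compounds plus 3 SD, cut at about 9.9% in these data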;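 note: uninfected addAB+ strain grown without phage in ampicillin broth; 0% = DMSO wells and 100% = ciprofloxacin 0.95 µg/ml wells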
The depositor's hits bear a star; . = not tested or not shown. The order is random; any-hit rate near 2.2%.

Each structure is followed by: PKA-R2B act | Mot1-301 SUMO | PfHsp90 set2 | HTR5A inv ag | phage Ecoli inh | Tat transport | OPRM1-OPRD1 inv | PKA-R1A act | AddAB inh | OPRM1-OPRD1 ag | E coli growth
CC(/C=N\NC(=O)Cn1c(C)nc2ccccc21)=C\c1ccccc1
→ -16 | -10 | -4 | . | 7.0 | 1 | . | -5 | 4.8 | . | 3.0
CCCNC(=O)C(Cc1ccc(Br)cc1)NC(=O)c1ccc(C#N)cc1 (stereo unspecified)
→ -14 | -23 | -9 | 8 | 4.0 | -2 | 15 | 2 | -2.3 | -3.2 | 1.6
CC(NC(=O)c1ccccc1NC(=O)c1ccccc1)C(=O)N1CCOCC1 (stereo unspecified)
→ -1 | 2 | -22 | 7 | 2.7 | -3 | 12 | -5 | -0.5 | -2.1 | -3.1
OCC1(CCOc2ccccc2)CCN(Cc2nc3ccc(F)cc3[nH]2)CC1
→ -10 | 5 | 34 | 20 | 4.3 | 2 | 16 | 1 | 1.6 | -3.2 | -2.7
CC(C)OC(=O)CSc1nc(-c2ccc(F)cc2)nc2ccc(F)cc12
→ -3 | 421 | -4 | -16 | 2.5 | 5 | -3 | -2 | 1.9 | 0.7 | 1.2
COc1ccccc1C1/C(=C(/O)c2ccccc2)C(=O)C(=O)N1CCO (stereo unspecified)
→ 2 | -28 | -14 | -5 | -1.6 | -6 | 10 | 3 | 1.8 | -1.7 | 1.0
Clc1ccc2nc(N3CCN(c4ccccc4)CC3)sc2c1
→ 7 | -3 | . | -16 | 2.8 | 9 | 6 | 4 | 0.4 | -1.1 | -1.0
O=C(Nc1ccc(Br)cc1Cl)c1cnccn1
→ -6 | -1 | -3 | -5 | 3.0 | 4 | 9 | 4 | -0.6 | -1.7 | -1.0
COc1cc(C2C3=C(CC(C)(C)CC3=O)N(C)C(=O)N2C)cc(OC)c1OC (stereo unspecified)
→ -5 | 6 | -39 | 7 | 2.9 | 5 | -1 | 0 | 0.6 | 0.2 | -0.5
CCCCN1C(=O)N(c2ccc(Cl)cc2)C(C)(O)CC1(C)C (stereo unspecified)
→ -6 | -9 | -1 | -3 | 1.1 | 0 | -18 | -7 | -0.7 | 3.5 | -1.6
COC(=O)c1ccc(Cn2cc(/C=C\[N+](=O)[O-])c3ccccc32)o1
→ -2 | 14 | -6 | -8 | 0.8 | 1 | -1 | -3 | 2.9 | 0.2 | 1.5
O=C(CC1SC(=Nc2ccccc2)N(Cc2ccccn2)C1=O)Nc1cccc(Cl)c1 (stereo unspecified)
→ -8 | -13 | -7 | -14 | 2.3 | 15 | -52 | -4 | 4.0 | 7.2 | 1.3
CCN(CC)CCNC(=O)c1ccc2c(=O)n(CCc3ccccc3)c(=O)[nH]c2c1
→ -11 | 1 | . | -11 | 0.5 | -8 | 11 | -10 | 0.0 | -2.0 | -3.2
O=C(CCc1c[nH]c2ccccc12)NCc1ccncc1
→ -1 | -10 | 7 | -24 | 3.6 | -3 | -9 | -3 | 4.8 | 1.1 | -0.4
COc1ccc(CCn2ccc(O)c(Cc3ccc(Cl)cc3)c2=O)cc1OC
→ -4 | -1 | -2 | 18 | 1.9 | 2 | 19 | 0 | -0.9 | -3.6 | 0.3
CSc1ccccc1NC(=O)CN(C)CC(=O)Nc1ccc(N2CCOCC2)cc1
→ -1 | -17 | 22 | 32 | 0.8 | 2 | 0 | -9 | 4.3 | 0.0 | 0.6
CN1CCN(C(=O)c2ccccc2N(Cc2ccccc2)S(C)(=O)=O)CC1
→ 1 | 3 | 18 | 1 | 1.8 | -5 | 11 | -3 | 2.8 | -2.7 | -2.2
C=CCOc1c(Br)cc(CNn2nnnc2N)cc1OCC
→ -2 | -7 | 14 | 3 | 1.8 | -5 | 14 | 2 | 3.1 | -3.3 | -2.8
Cc1cc(C)c(S(=O)(=O)N2CCN=C2c2ccccc2)c(C)c1
→ -1 | -9 | 11 | -4 | 0.9 | 9 | -4 | -1 | 3.2 | 0.8 | -0.7
Cc1cc2ncc(S(C)(=O)=O)c(N)n2n1
→ 8 | 58 | 13 | -6 | -2.9 | -7 | 5 | 7 | 2.9 | -1.1 | 1.8

Each structure is followed by: PKA-R2B act | Mot1-301 SUMO | PfHsp90 set2 | HTR5A inv ag | phage Ecoli inh | Tat transport | OPRM1-OPRD1 inv | PKA-R1A act | AddAB inh | OPRM1-OPRD1 ag | E coli growth
Fc1ccc(N2CCN(c3ccc4c(C(F)(F)F)cc(C(F)(F)F)nc4n3)CC2)cc1
→ 2 | -19 | -25 | -10 | 3.3 | 7 | 0 | 5 | 0.3 | 0.0 | 0.1
CC(Nc1[nH]c(=O)n(C)c(=O)c1N=O)c1ccccc1 (stereo unspecified)
→ -3 | 241 | 14 | 27 | 3.7 | 5 | 2 | 1 | 3.3 | -0.4 | -1.7
CCCNC(=O)c1onc(CS(=O)(=O)c2cccc(OC)c2)c1C(=O)NCCC
→ 0 | -20 | -17 | -5 | 1.0 | 0 | -1 | -1 | 1.3 | 0.2 | -2.1
COCCn1c(SCC(=O)Nc2ccc3c(c2)OCCO3)nc2c(c1=O)SC(C)C2 (stereo unspecified)
→ 0 | 328 | 9 | -21 | 2.0 | -2 | 0 | -6 | 0.6 | 0.0 | 2.6
CC(O)CCC(=O)NNC1CC(=O)N(c2ccccc2)C1=O (stereo unspecified)
→ . | 3 | 12 | . | 0.7 | -4 | . | . | -1.1 | . | -0.9
O=C(COCc1cc(-c2cccs2)on1)NC1CCCCC1
→ 4 | -1 | 12 | 16 | 2.4 | -1 | -28 | 3 | 1.4 | 5.5 | -2.2
Cc1ccc(N2CC(C(=O)N3CCC4(CC3)CC(=O)c3ccccc3O4)CC2=O)cc1 (stereo unspecified)
→ 2 | -6 | . | -21 | -0.2 | 2 | -20 | 5 | 1.9 | 3.1 | 1.5
COC(=O)C(Cc1ccc(O)cc1)NC(=O)C(C)NC(=O)c1ccc(C(C)(C)C)cc1 (stereo unspecified)
→ 10 | 244 | -41 | -26 | 1.8 | -6 | 12 | 1 | -1.2 | -2.2 | -2.6
CC(C)(C)OC(=O)C[C@H]1C/C=C\C[C@H](CC(=O)N[C@@H](CO)Cc2ccccc2)C(=O)N[C@H](C(C)(C)C)COC1=O
→ -2 | . | -6 | 12 | 0.6 | 0 | 16 | 6 | 2.7 | -3.4 | -2.9
CN(C)S(=O)(=O)c1ccc(NC(=O)Cn2nc(-c3ccc4c(c3)OCCO4)ccc2=O)cc1
→ -12 | . | 8 | 6 | -1.1 | 3 | 5 | -4 | . | -1.0 | .
COc1cccc(CNC(=O)COC(=O)c2cc([N+](=O)[O-])ccc2N2CCCC2)c1
→ 11 | -11 | 14 | 12 | -0.5 | -8 | 8 | -7 | 1.4 | -2.2 | 1.2
Cc1ccc(C)c(NC(=O)CN(C)C(=O)CSC(C)C(=O)Nc2cc(C)on2)c1 (stereo unspecified)
→ 2 | 16 | 0 | 28 | -0.2 | 0 | 9 | 1 | 3.1 | -2.7 | 1.6
CSc1ccc(CN(C)C(=O)c2cc(=O)[nH]c3ccccc23)cc1
→ -13 | -28 | 3 | -5 | 1.0 | -3 | -7 | 1 | 3.6 | 0.8 | 3.6
NC(=S)N/N=C/c1ccc(-c2cccc([N+](=O)[O-])c2)o1
→ -6 | 222 | 44 | -3 | 2.0 | 1 | -25 | 1 | 1.9 | 4.2 | 2.2
CCC(CC)C(=O)N(CCc1ccc(OC)cc1)Cc1nc2ccccc2c(=O)[nH]1
→ 0 | -32 | 7 | -11 | -0.1 | 0 | -29 | 2 | -0.6 | 5.1 | -1.6
O=C1Nc2c(c(=O)[nH]c(=O)n2-c2ccccc2)C(C(F)(F)F)(C(F)(F)F)N1
→ -10 | 13 | -10 | -12 | 2.0 | -4 | 9 | 3 | -1.7 | -1.8 | -1.7
CCOc1ccccc1NC(=O)CSc1nnc(CCC(=O)Nc2ccccc2F)n1C
→ -7 | -6 | 9 | -16 | 1.3 | -4 | 10 | -6 | -0.4 | -2.4 | -1.3
c1ccc(-c2ccc(OCCN3CCOCC3)cc2)cc1
→ -3 | 131 | -3 | 2 | 2.3 | -6 | -4 | -5 | 4.0 | 0.8 | 2.6
CC(O)CNC(=S)Nc1ccccc1 (stereo unspecified)
→ 2 | -4 | -6 | 6 | 2.2 | 6 | 12 | 7 | 3.0 | -2.6 | -0.7
Cc1ccc(S(=O)(=O)N2CCN(C(=O)CN3CCN(c4ccc(O)cc4)CC3)CC2)cc1
→ -4 | . | -17 | -7 | 2.2 | 0 | -16 | -1 | . | 3.0 | .

Each structure is followed by: PKA-R2B act | Mot1-301 SUMO | PfHsp90 set2 | HTR5A inv ag | phage Ecoli inh | Tat transport | OPRM1-OPRD1 inv | PKA-R1A act | AddAB inh | OPRM1-OPRD1 ag | E coli growth
O=C(c1ccccc1NS(=O)(=O)c1ccc(F)cc1)N1CCOCC1
→ 9 | -14 | 1 | 5 | 3.6 | -9 | 23 | 7 | 4.0 | -4.6 | 0.7
CCc1c(C)[nH]n(CCC#N)c1=O
→ -2 | 9 | 21 | 12 | 1.1 | -3 | 7 | -12 | 1.0 | -1.4 | 0.6
Cc1ccc(C)c(NC(=O)CN(C)C(=O)c2ccc(Cl)nc2)c1
→ -5 | 4 | -12 | 0 | 1.5 | -5 | -1 | -9 | 2.9 | 0.3 | -0.6
CCOc1ccc(S(=O)(=O)N(CC)CC(=O)NCc2ccccn2)cc1C
→ -4 | 5 | -6 | -5 | -0.5 | 2 | -14 | -11 | 1.0 | 1.8 | -5.2
CC(=O)CSc1nsc(SCC(C)=O)c1C#N
→ 5 | -2 | -1 | -17 | -1.3 | 10 | 10 | -11 | 0.7 | -1.8 | 1.2
COc1ccc(C)cc1NC(=O)CSc1nnc(CC(=O)Nc2cccc(C(F)(F)F)c2)n1C
→ -5 | . | 1 | 11 | 2.8 | -4 | -1 | 23* | 1.2 | 0.1 | -0.8
Cc1[nH]c2ccccc2c1C(=O)COC(=O)c1ccc2c(=O)n3c(nc2c1)CCC3
→ 18 | -1 | -40 | -9 | 3.6 | -1 | 7 | 3 | -0.9 | -1.3 | -1.5
Cc1cc(C(=O)N(Cc2nnc(-c3ccc(Cl)cc3)o2)C(C)C)c2ccccc2n1
→ -3 | -6 | -23 | -4 | 3.5 | 2 | 4 | 1 | 4.2 | -0.9 | -0.5
Cc1cc(O)cc(=O)n1C
→ 6 | -2 | 6 | -27 | -0.6 | 1 | 3 | -1 | 3.3 | -0.5 | 0.3
CCCCN(CCCNC(=O)CN1C(=O)COc2ccccc21)c1ccccc1
→ 1 | -6 | 11 | 0 | 0.3 | 1 | -33 | -2 | 0.6 | 5.8 | 0.6
CC(C)Sc1nc(N)nc2c1ncn2C1OC(CO)C(O)C1O (stereo unspecified)
→ 5 | . | 18 | -1 | 3.3 | 3 | 15 | -4 | . | -3.0 | .
CCn1c(C(=O)NCc2cccnc2)cc2sc(Cl)cc21
→ 5 | 16 | 0 | -7 | -0.2 | -1 | 8 | 5 | 1.6 | -1.5 | 2.6
NNC(=O)Cn1c2ccccc2c2ccccc21
→ 4 | -8 | 10 | 11 | 4.2 | 1 | -12 | 8 | -0.3 | 2.5 | -1.5
